# Avidin bead fluor = compound fluoresces at 488/530 nm on avidin beads | compound fluorescence 488/530 nm, flow cytometry; active compounds read high | fluorescence (KMESF) at 10 µM | 220,000 tested, 0.38% active; in the data active = fluorescence above about 47; also: inactives centre near 10
# ABCB1 block = inhibitors of human ABCB1 transporter, ABCG2 counter-screen; inhibition, % at 6.6 µM; 190,000 tested, 0.067% active; P08183; CCRF-Adr cells, JC-1 efflux, flow cytometry; in the data active = inhibition above about 40%;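 also: 0% = vehicle and 100% = reference inhibitor; higher value means more JC-1 retained so stronger ABCB1 efflux block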
# Rac1 wt GTP bind = human Rac1 wildtype GTP binding, inhibitors and activators; GTP binding activity (% of control), % at 10 µM; P63000; 190,000 tested, 0.27% active; GST-Rac1 beads, fluorescent GTP binding, flow cytometry; actives lie on both sides; 0 = cold GTP competed, 100 = untreated;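 active = GTP binding activity at least 20 points away from the 100% control level, either lower or higher; inconclusive = compound flagged as likely green fluorescent, judged across all proteins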
# Pf gamet viab = P. falciparum stage V gametocyte viability inhibition | P. falciparum stage V gametocytes, ATP luminescence, 24 h | 150,000 tested, 0.065% active | inhibition, % at 10.9 µM;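 active = inhibition above the mean plus 3 SD of compounds within the control limits, set per campaign, cut at about 38% in these data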;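 also: 0% = DMSO wells and 100% = medium only without gametocytes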
# Rab2A wt mod = changes GTP binding to wildtype dog Rab2A, up or down. GST-Rab2 wt beads, Bodipy-GTP binding, flow cytometry. 190,000 tested, 0.19% active. GTP binding activity, % at 10 µM. AID 760. P61105;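 active = GTP binding activity at least 20 points away from 100%, either lowered or raised; inconclusive = signal likely due to the compound's own green fluorescence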;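 also: 0% = beads with excess unlabeled GTP and 100% = no-compound control corrected for plate trend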
# ABCG2 inh = human ABCG2 inhibition, ABCB1 as counter-screen. 190,000 tested, 0.1% active. inhibition, % at 6.6 µM. IgMXP3 cells, JC-1 efflux, flow cytometry;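 active = inhibition above 80%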;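 also: 0% = DMSO and 100% = nicardipine control wells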
#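 Test system: IgMXP3 (ABCG2) plus far-red-tagged CCRF-Adr (ABCB1) cells / Amount: 3 million cells/mL in well / Reagent: JC-1 transporter substrate / Timing: 10 min compound exposure, 25 °C / Signal: flow cytometry, 530 nm JC-1 signal / Read-out: percent efflux inhibition, scaled nicardipine 100% to DMSO 0% / Benchmarks: nicardipine as high control, DMSO as low control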
# HRas wt GTP = changes GTP binding to wildtype human HRas. P01112. GST-Ras wt beads, Bodipy-FL-GTP binding, flow cytometry; actives lie on both sides. GTP binding activity, % at 10 µM. 190,000 tested, 0.14% active. AID 759;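 active = GTP binding activity at least 20% away from the 100% baseline, either lowered as inhibitor or raised as activator; inconclusive = flagged as likely green fluorescent, judged across all proteins in the well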;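 also: 0% = unlabeled GTP competition control and 100% = no-compound control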
# Target sequence (P01112 whole entry, looked up): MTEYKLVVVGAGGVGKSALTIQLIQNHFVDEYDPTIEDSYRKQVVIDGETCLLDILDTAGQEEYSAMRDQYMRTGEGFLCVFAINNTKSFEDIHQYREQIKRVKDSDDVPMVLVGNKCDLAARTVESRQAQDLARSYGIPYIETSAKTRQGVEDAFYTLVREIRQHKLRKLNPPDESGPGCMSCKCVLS
# Rac1 mut GTP = modulators of GTP binding to human Rac1 activated mutant; AID 764; percent activity (GTP binding), % at 10 µM; GST-Rac1 activated beads, fluorescent GTP binding, flow cytometry; actives lie on both sides; 100% means binding = to untreated wells; 190,000 tested, 0.11% active; P63000;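 active = GTP binding at least 20 percentage points away from the 100% baseline, in either direction, so actives lie on both sides; inconclusive = Compound likely fluorescent itself, or too few beads counted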
# Rab7 wt GTP bind = alters GTP binding to wildtype dog Rab7. GTP binding activity (percent of control), % at 10 µM. GST-Rab7 beads, fluorescent GTP binding, flow cytometry; actives lie on both sides; untreated = 100%, excess cold GTP = 0%. 190,000 tested, 0.055% active. AID 758;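 active = fluorescent GTP binding to Rab7 beads changed by at least 20 points from the 100% baseline, either direction, mostly lower; inconclusive = compound itself probably fluorescent, or too few beads counted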;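 also: median green fluorescence of bound Bodipy-FL-GTP per Rab7 bead population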
# Mcl1-Noxa inh = disrupts binding of human Mcl-1 to Noxa peptide; Q07820; TR-FRET Mcl-1/Noxa peptide binding, 2 h; inhibition, % at 21.7 µM; 220,000 tested, 1.5% active; AID 1022;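 active = compounds that cut the protein-peptide binding signal by more than 50% relative to plate controls in a single-dose test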;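 also: His-tagged Mcl-1 with rhodamine Noxa BH3 peptide and terbium anti-His antibody; 0% = Mcl-1 plus Noxa peptide wells and 100% = peptide-only wells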
# Target sequence (Q07820 whole entry, looked up): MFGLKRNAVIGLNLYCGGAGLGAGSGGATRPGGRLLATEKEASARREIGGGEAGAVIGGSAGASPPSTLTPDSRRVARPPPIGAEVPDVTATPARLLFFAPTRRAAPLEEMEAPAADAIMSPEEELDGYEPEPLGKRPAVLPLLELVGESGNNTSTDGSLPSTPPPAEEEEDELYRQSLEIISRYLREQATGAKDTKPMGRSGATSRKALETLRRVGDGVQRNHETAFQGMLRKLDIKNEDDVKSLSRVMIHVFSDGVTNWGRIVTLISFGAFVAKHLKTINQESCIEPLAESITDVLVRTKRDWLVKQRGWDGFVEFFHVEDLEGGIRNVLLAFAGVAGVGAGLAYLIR
# Cdc42 wt = modulators (inhibitors or activators) of GTP binding to human Cdc42 wildtype | P60953 | GST-Cdc42 beads, Bodipy-GTP binding, flow cytometry; actives lie on both sides | percent activity (GTP binding), % at 10 µM | 190,000 tested, 0.2% active | AID 761;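 active = percent activity GTP binding at least 20 points away from the 100% baseline, either down as inhibitor or up as activator; inconclusive = compound flagged as likely green fluorescent from well-wide comparison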;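 also: median bead fluorescence of bound Bodipy-FL-GTP at 100 nM; 0% = excess unlabeled GTP control and 100% = no compound control; below 100% means less GTP binding so inhibitor and above means activator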
# Target sequence (P60953 whole entry, looked up): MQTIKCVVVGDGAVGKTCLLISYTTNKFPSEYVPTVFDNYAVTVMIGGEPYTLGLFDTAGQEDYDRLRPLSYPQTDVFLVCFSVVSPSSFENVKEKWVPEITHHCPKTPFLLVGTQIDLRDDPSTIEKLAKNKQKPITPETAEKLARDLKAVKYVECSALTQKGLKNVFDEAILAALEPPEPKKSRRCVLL
# The depositor's hits bear a star; ? = inconclusive; . = no result given.
SMILES,Avidin bead fluor,ABCB1 block,Rac1 wt GTP bind,Pf gamet viab,Rab2A wt mod,ABCG2 inh,HRas wt GTP,Rac1 mut GTP,Rab7 wt GTP bind,Mcl1-Noxa inh,Cdc42 wt
CCC(C)N1C(=O)C2C(C(=O)Nc3cccc(OC)c3)C3C=CC2(O3)C1C(=O)NC1CCCCC1C (centres undefined),18,0.4,99,.,104,1,101,96,109,18,101
COc1ccccc1NC(=O)CSc1nc2n[nH]c(C)c2c(=N)n1-c1ccccc1Cl,4,-0.1,?,.,?,-1,?,?,?,-23,?
CCCN1CNc2c(c(=O)[nH]c(=S)n2-c2ccc(Cl)cc2)C1,14,0.4,100,-19,101,2,100,96,104,-15,99
CN(C(=O)COC(=O)c1ccccc1SCC(=O)NC1CCCCCCC1)C1CCS(=O)(=O)C1 (centres undefined),20,0.0,?,-16,?,1,?,?,?,-3,?
CC(=O)N1CCCc2cc(S(=O)(=O)NC(C(=O)NC(C)c3ccccc3)C(C)C)ccc21 (centres undefined),14,-0.6,100,9,103,-2,99,97,100,-4,97
O=C(Oc1ccc(-c2nc(-c3ccccn3)no2)cc1)c1ccccc1,8,0.6,99,.,96,2,98,95,97,-6,97
Nc1nc(-c2cccs2)c(NC(=O)c2ccccc2)s1,13,-0.5,95,6,97,-2,98,94,94,50,96
CC(C)CN(C(=O)COC(=O)c1ccccc1SCC(=O)NC1CCCCCC1)C1CCS(=O)(=O)C1 (centres undefined),14,0.0,103,.,101,-1,101,101,103,10,99
COc1ccc(-c2cc3nc(-c4ccccc4)cc(N4CCC(O)CC4)n3n2)cc1,13,-0.1,100,7,97,-1,100,93,106,-8,98
O=C1CC(c2ccccc2)CC(O)=C1C=NCCCO (centres undefined),10,0.1,99,.,96,1,96,98,95,21,94
COc1cc(C2Nc3ccc4ncccc4c3C3=C2C(=O)CCC3)ccc1O (centres undefined),33,1.8,104,-14,99,19,101,98,97,13,101
CCCn1c(=O)c2ccccc2n2c(SCC(=O)c3ccccc3)nnc12,7,0.5,101,.,95,5,97,99,90,30,98
COc1cc(-c2n[nH]c(=S)n2-c2cc(C(F)(F)F)ccc2Cl)cc(OC)c1OC,8,-0.7,99,-4,98,-2,98,97,100,19,100
CCc1nn(CC(=O)O)c(=O)c2ccccc12,11,1.2,105,-17,102,8,103,98,105,22,102
O=C(COC(=O)Cc1ccc(-c2ccccc2)cc1)NCc1ccc(F)cc1,5,1.1,102,20,100,13,99,96,97,15,101
OC1CCN(c2ncnc3c2nnn3Cc2c(F)cccc2Cl)CC1,.,0.4,111,3,101,13,101,100,102,6,103
Clc1cccc(-c2nnc(SC/C=C/c3ccccc3)n2Cc2ccco2)c1,14,1.5,102,.,98,29,98,96,96,8,95
N#CC(C#N)=C1CCc2ccccc2N1,3,1.2,104,.,96,12,97,97,104,-3,99
c1ccc(-c2nnc3sc(-c4csc5c4CCCC5)nn23)cc1,5,-0.2,96,-29,91,0,93,94,93,13,93
O=S(=O)(c1ccc(N2CCOCC2)cc1)N1CCOCC1,12,0.0,101,.,102,0,100,99,100,4,105
COc1cccc2cc(C(=O)N3CCN(C45CC6CC(CC(C6)C4)C5)CC3)c(=O)oc12,2,1.0,95,3,97,4,96,93,98,16,97
Cn1c(=O)n(C)c(=O)n(CC(=O)N2CCCCC2)c1=O,5,0.5,97,.,94,2,92,96,92,1,96
O=[N+]([O-])c1cc(CN2CCCC2)ccc1Sc1ccc(Cl)cc1,8,0.4,99,.,101,0,101,100,106,11,102
CS(=O)(=O)N1CCN(C(=O)c2cc(-c3cccnc3)nc3ccc(Cl)cc23)CC1,11,2.2,97,0,97,11,98,94,95,7,94
COc1ccc(-n2cnc3cc(NCc4ccccn4)ccc32)cc1,29,0.1,105,.,102,1,103,101,103,13,103
Cc1ccc2cc(C#N)c(N3CCCN(C(=O)C4CCCO4)CC3)nc2c1 (centres undefined),13,1.1,100,-1,99,8,101,98,98,.,101
Cc1nnsc1C(=O)NC(C)c1ccccc1 (centres undefined),22,0.3,93,-5,94,0,93,93,94,6,96
Cc1c(NC(=O)CSc2nnc3sc4ccccc4n23)c(=O)n(-c2ccccc2)n1C,12,0.6,104,.,102,3,102,102,104,-4,102
CC(=O)c1cc(F)c(N2CCCCCC2)cc1C,7,0.6,103,.,99,10,100,99,95,-17,99
CCOc1ccccc1N1CCN(S(=O)(=O)CC)CC1,11,-0.1,109,.,99,-1,102,101,102,10,103
COc1ccccc1C(=O)N/C(=C/c1cccc([N+](=O)[O-])c1)C(=O)Nc1cccc(C(=O)O)c1,13,1.0,93,12,91,11,91,91,97,7,92
CS(=O)(=O)c1cccc(C(=O)NC(c2ccccc2)c2ccccc2)c1,13,0.3,107,7,100,-2,101,102,99,-10,102
COCCn1c(SCC(=O)N2CCCC2)nnc1C(C)C,39,1.1,106,1,100,7,100,98,101,3,101
CC(=O)Nc1ccc(S(=O)(=O)N(C)c2ccccc2)cc1,35,-0.1,101,8,98,0,99,98,99,-3,98
CCN(CC)CCn1c(NCc2ccc(OC)cc2)nc2ccccc21,13,0.6,102,.,100,15,98,102,103,11,100
CCC(=O)NC(=S)Nc1ccc(NC(=O)c2ccccc2[N+](=O)[O-])cc1,13,0.2,98,.,98,5,96,98,94,23,99
Cc1nn(-c2ccccc2)c(N)c1C(c1ccccc1)c1c(C)nn(-c2ccccc2)c1N,10,2.8,103,-10,98,6,100,98,98,5,102
C[C@@H](C(=O)Nc1nc(-c2ccccn2)cs1)N1C(=O)C2CCCCC2C1=O (some centres undefined),12,0.2,97,20,96,0,97,97,97,29,96
COCCNC(=S)N1CCCC(CO)C1 (centres undefined),12,0.3,100,-7,98,1,97,94,98,3,99
CN(CCOc1ccccc1)c1ccc(S(=O)(=O)N2CCCCC2)cn1,15,0.4,97,-10,101,12,99,96,102,12,97
NC(=O)[C@@H]1CCCN1Cc1nc(-c2cccs2)no1,6,0.7,98,6,97,1,96,100,96,54*,99
Cc1ccc(Cl)cc1N1CCN(C(=O)C2(S(=O)(=O)c3ccc(Cl)cc3)CC2)CC1,34,0.6,107,13,103,2,103,101,104,15,106
CN1CCN(S(=O)(=O)c2ccc(NC(=S)NC(=O)c3ccc(Cl)cc3)cc2)CC1,10,-2.4,106,-18,96,4,99,97,100,84*,98
CCOC(=O)C1=C(N)OC2=C(C(=O)CC(C)(C)C2)C1C1CCCCC1 (centres undefined),11,0.5,100,.,99,3,99,100,94,-8,95
CC(C)[C@H](NC(=O)c1ccc(Cl)c([N+](=O)[O-])c1)C(=O)NCc1ccc(Cl)cc1Cl,11,0.0,101,-6,94,1,97,100,96,15,98
Cc1nn(-c2ccccc2)c(N2CCCC2)c1/C=N/NC(=O)c1cc(-c2cccs2)nc2ccccc12,10,0.7,101,-10,97,1,97,98,99,8,99
O=C(NCCN1CCOCC1)c1cc(-c2ccc(F)cc2)on1,4,0.1,102,.,98,3,99,100,98,-19,99
CC1CN(C(=O)COC(=O)c2ccc(NC(=O)CC#N)cc2)CC(C)O1 (centres undefined),14,0.1,98,1,100,-1,99,98,105,8,104
CCn1cc(C(=O)O)c(=O)c2cc(F)c(N3CCN(S(=O)(=O)c4ccc(NC(C)=O)cc4)CC3)cc21,5,-0.7,100,3,97,-3,98,97,96,-62,101
CC(=O)N(Cc1cccnc1)c1cccc(-c2nc3ccccc3s2)c1,14,1.3,101,.,99,2,99,98,93,7,101
COc1ccc(CC(CC(=O)O)C(=O)NCc2ccccc2)cc1 (centres undefined),26,0.1,92,.,95,0,92,91,92,12,94
COCCn1c(C)cc(C(=O)COC(=O)c2ccc([N+](=O)[O-])o2)c1C,8,1.1,95,-14,99,19,97,96,104,10,99
O=C(CCn1c(=S)[nH]c2ccccc2c1=O)NCCc1ccccc1,10,-0.1,97,-4,97,2,99,95,103,8,95
c1coc(CNc2nc(-c3cccs3)cs2)c1,24,0.3,98,2,98,1,97,96,96,12,96
O=C(Nc1ccc2c3c(cccc13)CC2)c1ccc(Br)o1,5,0.7,96,.,99,1,100,97,100,5,97
O=C(COC(=O)c1ccccc1C(=O)N1CCN(c2ccccc2)CC1)Nc1ccc(F)cc1,13,1.4,96,.,97,9,98,94,97,2,99
O=c1cc(Cc2nnc(SCc3ccccc3)n2-c2ccc(Cl)cc2)[nH]c(=O)[nH]1,6,0.5,98,-1,94,0,97,94,93,6,95
Clc1ccc(-c2noc(CN3CCN(c4ccccc4)CC3)n2)cc1,11,0.1,?,.,?,1,?,?,?,-13,?
Cn1c(=NC(=O)C2=NNC(=O)CC2)sc2ccccc21,11,-0.1,95,4,98,3,97,95,94,-7,95
Cc1ccccc1CSCCNC(=O)Nc1ccccc1,8,0.3,95,.,97,6,95,93,101,-8,93
# The results go on.
SMILES,Avidin bead fluor,ABCB1 block,Rac1 wt GTP bind,Pf gamet viab,Rab2A wt mod,ABCG2 inh,HRas wt GTP,Rac1 mut GTP,Rab7 wt GTP bind,Mcl1-Noxa inh,Cdc42 wt
CC(NC(=O)c1ccco1)C(c1cccs1)N1CCN(c2ccccc2)CC1 (centres undefined),9,0.8,110,.,101,6,104,99,104,28,106
O=C(O)C1CCC(N2C(=O)C3C4CCC(C4)C3C2=O)CC1 (centres undefined),4,0.0,98,-13,95,-1,95,96,94,-4,93
CCOc1ccccc1Nc1nnc(SC(C)C(=O)Nc2nc(-c3ccccc3)cs2)s1 (centres undefined),6,4.8,101,-14,97,-7,95,97,99,-7,98
CCOc1ccc(NC(=O)C(NC(=O)C2CCC(C)CC2)C(C)C)cc1 (centres undefined),10,-0.3,103,11,97,-3,99,95,97,16,101
COc1ccccc1-c1nnc2sc(C3CCCCC3)nn12,10,0.4,114,.,103,4,103,104,102,11,105
COCCn1c(CNc2ccc(F)cc2)nnc1SCC(=O)Nc1ccc(OC)cc1OC,35,0.7,100,5,98,3,99,97,98,-5,101

# Compound activity: PubChem, several laboratories
